Assay outcomes deposited in PubChem BioAssay by ICCB-Longwood Screening Facility, Harvard Medical School.
PV pol inh = inhibitors of poliovirus RNA polymerase binding and polymerization | P03300 | poliovirus polymerase elongation, fluorescence polarization; hits give low values | % elongation, % (compound at 16.7 µg/mL) | actives 0.66% (n = 150,000) | AID 588519; in the data active = % elongation below about 90%; note: some results filed as inactive read as strong as hits
Target sequence (P03300 1749-2209 limits assumed): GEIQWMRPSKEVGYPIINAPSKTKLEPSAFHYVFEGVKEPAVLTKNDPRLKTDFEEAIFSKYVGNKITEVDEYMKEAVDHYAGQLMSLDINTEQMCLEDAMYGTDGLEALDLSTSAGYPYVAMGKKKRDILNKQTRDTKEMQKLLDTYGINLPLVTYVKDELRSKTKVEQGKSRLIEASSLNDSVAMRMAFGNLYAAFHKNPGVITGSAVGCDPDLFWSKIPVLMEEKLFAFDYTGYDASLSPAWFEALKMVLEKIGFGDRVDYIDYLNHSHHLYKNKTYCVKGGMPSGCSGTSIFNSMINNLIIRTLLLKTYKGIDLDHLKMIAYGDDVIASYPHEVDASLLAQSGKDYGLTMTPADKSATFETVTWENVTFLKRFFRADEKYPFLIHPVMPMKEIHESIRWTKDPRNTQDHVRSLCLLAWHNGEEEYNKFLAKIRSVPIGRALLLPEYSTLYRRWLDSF
PV pol inh FP z-score = also measured in PV pol inh; calls as there; z-score; measured here: FP z-score; hits read low
The depositor's hits bear a star; & = joins results of further samples.

How did CC(O)CNC(=O)Cc1cc(=O)[nH]c(=O)[nH]1 (stereo not given) do in these assays?
PV pol inh: 106; PV pol inh FP z-score: 0.7

Results for Cc1cc2c(n1-c1ccc(C(=O)NCc3cccs3)cc1)CCC(C)C2 (stereo not given) ?
PV pol inh: 105; PV pol inh FP z-score: 1.5

How did CCc1nc2ccccc2n1CC(C)C(=O)O (stereo not given) do in these assays?
PV pol inh: 102; PV pol inh FP z-score: 0.2

What do the screens show for `CCn1c(C(=O)NCCCN2CCc3ccccc3C2)cc2sccc21`?
PV pol inh: 103; PV pol inh FP z-score: 0.6

Results for O=C(NCc1ccccn1)C1CCC(CNS(=O)(=O)c2ccc(F)cc2)CC1 (stereo not given) ?
PV pol inh: 91; PV pol inh FP z-score: -2.1

Results for O=C(NC1CCN(c2ncccn2)CC1)C1CC1 ?
PV pol inh: 98; PV pol inh FP z-score: -1.9

How did Cc1ccc(OCc2nc3ccc(N)cc3[nH]2)cc1 do in these assays?
PV pol inh: 100; PV pol inh FP z-score: -0.9

How did O=C1c2ccccc2C(=O)N1C(CO)C(O)c1ccccc1 (stereo not given) do in these assays?
PV pol inh: 106; PV pol inh FP z-score: 0.3

Results for Cc1cccc(-c2noc(-c3ccc(N4CCOCC4)c([N+](=O)[O-])c3)n2)c1 ?
PV pol inh: 111; PV pol inh FP z-score: 0.7

Results for Cc1c(C#N)sc(-c2ncn[nH]2)c1C ?
PV pol inh: 103; PV pol inh FP z-score: 0.4

How did O=P1(N(CCCl)CCCl)NCCCO1 (stereo not given) do in these assays?
PV pol inh: 97; PV pol inh FP z-score: -0.8

How did COc1cccc(C2c3c(oc4ccccc4c3=O)C(=O)N2CCCN2CCOCC2)c1 (stereo not given) do in these assays?
PV pol inh: 105; PV pol inh FP z-score: 0.8

How did CC1CCCC(NC(=O)CSc2ccc3c(c2)OCCO3)C1C (stereo not given) do in these assays?
PV pol inh: 104; PV pol inh FP z-score: 0

Results for Nc1cc(C2CCCC2)nn1-c1ccccc1 ?
PV pol inh: 101; PV pol inh FP z-score: -0.3

What do the screens show for `CCS(=O)(=O)NCC(c1ccco1)N1CCN(c2ccc(F)cc2)CC1` (stereo not given)?
PV pol inh: 105&103; PV pol inh FP z-score: -0.5&0.2

What do the screens show for `CN(C)C=Nc1ccccc1C1C=NNC1=O` (stereo not given)?
PV pol inh: 114; PV pol inh FP z-score: 1.6

How did CCC(=O)Nc1ccc2nc(SCCOc3cccc(C)c3)sc2c1 do in these assays?
PV pol inh: 109; PV pol inh FP z-score: 0.5

What do the screens show for `CCc1ccc(OCC(=O)NCCN2CCOCC2)cc1`?
PV pol inh: 103; PV pol inh FP z-score: 0.4

How did CN(C)S(=O)(=O)c1ccc(C(=O)OCC(N)=O)cc1 do in these assays?
PV pol inh: 103; PV pol inh FP z-score: 0

How did COc1ccccc1N1CCN(c2nc(-c3ccc(C)cc3)nc3ccccc23)CC1 do in these assays?
PV pol inh: 109; PV pol inh FP z-score: 0.2

Compounds above that have an aryl methoxy group, in the order listed:
How did COc1cccc(C2c3c(oc4ccccc4c3=O)C(=O)N2CCCN2CCOCC2)c1 (stereo not given) do in these assays?
PV pol inh: 105; PV pol inh FP z-score: 0.8

How did COc1ccccc1N1CCN(c2nc(-c3ccc(C)cc3)nc3ccccc23)CC1 do in these assays?
PV pol inh: 109; PV pol inh FP z-score: 0.2

(list continues)
Results for O=C(NC1CCCC1)C1CCCN1C(=O)OCc1ccccc1 (stereo not given) ?
PV pol inh: 101; PV pol inh FP z-score: -0.4

Results for Cc1cccc(NC(=O)NCC(c2ccco2)N2CCc3ccccc3C2)c1 (stereo not given) ?
PV pol inh: 105; PV pol inh FP z-score: 1.2

What do the screens show for `O=C(CO/N=C/c1ccccc1OC(F)F)N1CCCc2ccccc21`?
PV pol inh: 106; PV pol inh FP z-score: 0.4

What do the screens show for `CN(C)S(=O)(=O)c1ccc(C(=O)OC2CCCC2)cc1`?
PV pol inh: 100; PV pol inh FP z-score: 0.3

Results for CCc1ccc(S(=O)(=O)Nc2ccc3oc4c(c3c2)C(=O)CCC4)cc1 ?
PV pol inh: 102; PV pol inh FP z-score: 0

Results for CCCCOC(=O)Cc1c(C)[nH]c(=O)[nH]c1=O ?
PV pol inh: 102; PV pol inh FP z-score: 0.2

Results for CCCC(=O)N(CC)Cc1cc2cc(OC)ccc2[nH]c1=O ?
PV pol inh: 102; PV pol inh FP z-score: -0.2

Results for O=C(Cn1c(-c2cccs2)cc2ccccc21)NCCc1ccc(Cl)cc1 ?
PV pol inh: 107; PV pol inh FP z-score: -0.5

What do the screens show for `CCS(=O)(=O)N1CC(=O)N(c2cccc(Cl)c2)C(C)(C(=O)NC2CCCCCC2)C1` (stereo not given)?
PV pol inh: 106; PV pol inh FP z-score: 0.6

How did CC(CNC(=O)CCS(=O)(=O)c1ccc2c(c1)oc(=O)n2C)c1ccccc1 (stereo not given) do in these assays?
PV pol inh: 109; PV pol inh FP z-score: 0.2

How did CS(=O)(=O)Cc1ccc(C(=O)O)cc1 do in these assays?
PV pol inh: 99; PV pol inh FP z-score: -0.6

What do the screens show for `N#CC1=C(N)Oc2c(c(=O)oc3ccccc23)C1C1CC=CCC1` (stereo not given)?
PV pol inh: 103; PV pol inh FP z-score: 0.3

Results for CCC(C)c1ccc(S(=O)(=O)N2CCN(C(C)CC(=O)O)CC2)cc1 (stereo not given) ?
PV pol inh: 98; PV pol inh FP z-score: 0

What do the screens show for `CCOc1ccccc1/C=N/NC(=O)c1ccccc1O`?
PV pol inh: 101; PV pol inh FP z-score: 0.2

Results for O=c1c2snc(-c3ccc(Cl)cc3)c2ncn1C1CC1 ?
PV pol inh: 100; PV pol inh FP z-score: -0.3

How did CC1CCCCN1CCNc1nc(=S)[nH]c2ccccc12 (stereo not given) do in these assays?
PV pol inh: 101; PV pol inh FP z-score: -0.2

How did CC(=O)N1CC(C(=O)NC2CCCCCC2)Oc2ccccc21 (stereo not given) do in these assays?
PV pol inh: 112; PV pol inh FP z-score: 1.4

How did COC(=O)C(NC(=O)Nc1ccccc1OC)C(C)C (stereo not given) do in these assays?
PV pol inh: 97; PV pol inh FP z-score: -0.7

What do the screens show for `O=C1CC(c2ccc3c(c2)OCO3)CC2=C1C(c1ccncc1)Nc1ccccc1N2` (stereo not given)?
PV pol inh: 105; PV pol inh FP z-score: 0.8

How did Cc1cc(C)n(C(=O)CC#N)n1 do in these assays?
PV pol inh: 101; PV pol inh FP z-score: 0.2

Results for COc1cc2ncc(C(=O)c3ccccc3)c(N3CCOCC3)c2cc1OC ?
PV pol inh: 103; PV pol inh FP z-score: 0.2

Results for CCOP(=O)(c1ccccc1)C1(O)CCCCC1 (stereo not given) ?
PV pol inh: 100; PV pol inh FP z-score: 0.1

What do the screens show for `O=C1NC2(CCCCC2)N(C(=O)c2ccccc2F)C2=C1CCCC2`?
PV pol inh: 101; PV pol inh FP z-score: 0

Results for COc1ccccc1CNC(=O)CN1N=C(c2ccccc2)CCC1=O ?
PV pol inh: 106; PV pol inh FP z-score: -1.1

What do the screens show for `CC(C)(C)C(=O)Nc1scc(-c2cccs2)c1C(=O)O`?
PV pol inh: 106; PV pol inh FP z-score: 0.3

How did S=C(NCCSc1ccc(Cl)cc1)Nc1cccc(Cl)c1 do in these assays?
PV pol inh: 101; PV pol inh FP z-score: -0.7

Results for CN(C(=O)CSc1n[nH]c(N)n1)C1CCCCC1 ?
PV pol inh: 99; PV pol inh FP z-score: -0.3

Results for C=CCn1c(CSc2nc(N)cc(N)n2)n[nH]c1=S ?
PV pol inh: 102; PV pol inh FP z-score: 0.8

Results for Cn1c(=S)n(CN2CCC3(CC2)OCCO3)c2ccccc21 ?
PV pol inh: 106; PV pol inh FP z-score: 0.4

How did Cc1ccc(CN2C(=O)NC(c3ccc(F)cc3)C2=O)cc1 (stereo not given) do in these assays?
PV pol inh: 103; PV pol inh FP z-score: 0

What do the screens show for `COc1ccc(OCCn2c(=O)n(CCOc3ccc(OC)cc3)n(-c3ccccc3)c2=O)cc1`?
PV pol inh: 104; PV pol inh FP z-score: 0.2

How did CC1Cc2ccccc2N1C(=O)C1CCCO1 (stereo not given) do in these assays?
PV pol inh: 100; PV pol inh FP z-score: 0.1

What do the screens show for `CCOC(=O)N1CCC(NC(=O)CCc2cn(Cc3ccccc3C)c3ccccc23)CC1`?
PV pol inh: 104; PV pol inh FP z-score: 1.1

What do the screens show for `CCC(CO)NC(=S)Nc1c(C)cccc1C` (stereo not given)?
PV pol inh: 100; PV pol inh FP z-score: -0.2

How did c1ccc2c(c1)CC(Nc1ccc3cn[nH]c3c1)C2 do in these assays?
PV pol inh: 92; PV pol inh FP z-score: -3

Results for COc1ccc(C(=O)OC2CCN(C)CC2)cc1 ?
PV pol inh: 103; PV pol inh FP z-score: -0.1

Results for COc1ccc(Br)cc1CC1C(=O)Nc2ccccc21 (stereo not given) ?
PV pol inh: 106; PV pol inh FP z-score: 0.2

Results for O=C(OCC(=O)N1CCCCCC1)c1ccccc1 ?
PV pol inh: 107; PV pol inh FP z-score: 0.3

Results for C#CCN(C)Cc1ccccc1 ?
PV pol inh: 99; PV pol inh FP z-score: -0.3

How did COc1cccc(OCc2nnc(SCc3csc(Nc4ccc(C)cc4)n3)n2N)c1 do in these assays?
PV pol inh: 101; PV pol inh FP z-score: -0.3

Results for O=C(O)C(Cc1ccccc1)N1C(=O)CCC1=O (stereo not given) ?
PV pol inh: 100; PV pol inh FP z-score: -0.9

Results for Cc1ccc(Nc2nnc(-c3ccc(C)c(S(=O)(=O)NCc4nc5ccccc5[nH]4)c3)c3ccccc23)cc1 ?
PV pol inh: 107; PV pol inh FP z-score: 0.6

How did CSc1scc2c1/C(=N/OC(C)=O)CC(C)(C)C2 do in these assays?
PV pol inh: 100; PV pol inh FP z-score: -0.7

What do the screens show for `COc1ccc(CC(=O)Nc2cc(-c3cn4cccnc4n3)ccc2C)cc1OC`?
PV pol inh: 111; PV pol inh FP z-score: 1

Results for COC(=O)c1ccc(CO)nc1 ?
PV pol inh: 100; PV pol inh FP z-score: -0.3

Results for Cc1cc(C)n(C(=O)c2ccc(NC(=O)CC(C)C)cc2)n1 ?
PV pol inh: 102; PV pol inh FP z-score: -0.1

Results for CCOc1cc(CN2CCN(C(=O)CC(C)C)CC2)ccc1OC ?
PV pol inh: 102; PV pol inh FP z-score: -0.1

What do the screens show for `CC(=O)C1=C(c2ccc(Br)cc2)N(C(C)=O)n2c(nnc2C2CCCCC2)S1`?
PV pol inh: 106; PV pol inh FP z-score: 0

What do the screens show for `Cc1ccc(CN(CC(=O)NC2CCCC2)C(=O)CSc2nnc(COc3ccccc3)o2)cc1`?
PV pol inh: 100; PV pol inh FP z-score: -0.8

How did CCCN(C)C(=O)c1cc2ccccc2oc1=O do in these assays?
PV pol inh: 100; PV pol inh FP z-score: -0.6

What do the screens show for `Oc1c(Cl)cc(Cl)cc1C(O)(C(F)(F)F)C(F)(F)F`?
PV pol inh: 106; PV pol inh FP z-score: 0.3

How did O=C(OCC(=O)N1CCc2ccccc21)c1ccccc1O do in these assays?
PV pol inh: 100; PV pol inh FP z-score: -1.1

How did COc1cccc(Oc2nc(C)nc3c2oc2ccccc23)c1 do in these assays?
PV pol inh: 104; PV pol inh FP z-score: -0.3

How did Cc1cc(NS(=O)(=O)c2ccc(NC(=O)COc3ccc(Br)cc3C)cc2)no1 do in these assays?
PV pol inh: 103; PV pol inh FP z-score: -0.4

Results for CCOc1ccc(CNC(=O)CCS(=O)(=O)c2cc3c(cc2Cl)NC(=O)CO3)cc1OC ?
PV pol inh: 109; PV pol inh FP z-score: 0.7

Results for Cc1ccc(S(=O)(=O)NC(=O)c2cc(C)n(CCCN3CCOCC3)c2C)cc1 ?
PV pol inh: 100; PV pol inh FP z-score: -0.4

Results for COc1cccc(/C=N/N(C)C2=NS(=O)(=O)c3ccccc32)c1O ?
PV pol inh: 103; PV pol inh FP z-score: 0.4

A portion from further up:
Results for CCCC(=O)N(CC)Cc1cc2cc(OC)ccc2[nH]c1=O ?
PV pol inh: 102; PV pol inh FP z-score: -0.2

Results for O=C(Cn1c(-c2cccs2)cc2ccccc21)NCCc1ccc(Cl)cc1 ?
PV pol inh: 107; PV pol inh FP z-score: -0.5

What do the screens show for `CCS(=O)(=O)N1CC(=O)N(c2cccc(Cl)c2)C(C)(C(=O)NC2CCCCCC2)C1` (stereo not given)?
PV pol inh: 106; PV pol inh FP z-score: 0.6

How did CC(CNC(=O)CCS(=O)(=O)c1ccc2c(c1)oc(=O)n2C)c1ccccc1 (stereo not given) do in these assays?
PV pol inh: 109; PV pol inh FP z-score: 0.2

How did CS(=O)(=O)Cc1ccc(C(=O)O)cc1 do in these assays?
PV pol inh: 99; PV pol inh FP z-score: -0.6

2 records drawn at random from the list so far:
What do the screens show for `O=C1CC(c2ccc3c(c2)OCO3)CC2=C1C(c1ccncc1)Nc1ccccc1N2` (stereo not given)?
PV pol inh: 105; PV pol inh FP z-score: 0.8

What do the screens show for `O=C1NC2(CCCCC2)N(C(=O)c2ccccc2F)C2=C1CCCC2`?
PV pol inh: 101; PV pol inh FP z-score: 0

Only part of the results is shown; count on the stated rates, not on these rows.
